Assay outcomes: PubChem, National Center for Advancing Translational Sciences (NCATS)
APEX1 inh: qHTS Assay for Inhibitors of the Human Apurinic/apyrimidinic Endonuclease 1 (APE1). Potency, µM (highest dose often 65.8 µM), inactives show top-dose activity change, negative = inhibition, actives largely listed as inhibitors. recombinant APE1, TAMRA/BHQ-2 abasic DNA cleavage fluorescence. 0.35% of 350,000 active;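 also: potency is read from the fitted curve at half-maximal effect; plate controls were vehicle for no effect and reference inhibitor for full effect; nearly all actives have a fitted effect of over 55% in size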
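Incision of a quenched TAMRA/BHQ-2 THF abasic-site duplex (50 nM) by 0.75 nM APE1, after 15 min compound preincubation, measured as fluorescence increase over three 60 s reads. Values normalized to buffer, DMSO and NSC13755 control wells.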
BLM helicase inh: qHTS Assay for Inhibitors of Bloom's syndrome helicase (BLM); 0.2% of 350,000 active; RecQ-like DNA helicase BLM (Homo sapiens), P54132; recombinant BLM DNA unwinding, fluorescence dequenching; Potency, µM (series often up to 56.1 µM), without a hit: at the highest dose activity change, negative = inhibition, hits mostly inhibitors;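 also: potency is read from the fitted curve at half-maximal effect; plate controls were vehicle for no effect and no enzyme for full effect; nearly all actives have a fitted effect of over 35% in size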
Target sequence (P54132 whole entry, looked up): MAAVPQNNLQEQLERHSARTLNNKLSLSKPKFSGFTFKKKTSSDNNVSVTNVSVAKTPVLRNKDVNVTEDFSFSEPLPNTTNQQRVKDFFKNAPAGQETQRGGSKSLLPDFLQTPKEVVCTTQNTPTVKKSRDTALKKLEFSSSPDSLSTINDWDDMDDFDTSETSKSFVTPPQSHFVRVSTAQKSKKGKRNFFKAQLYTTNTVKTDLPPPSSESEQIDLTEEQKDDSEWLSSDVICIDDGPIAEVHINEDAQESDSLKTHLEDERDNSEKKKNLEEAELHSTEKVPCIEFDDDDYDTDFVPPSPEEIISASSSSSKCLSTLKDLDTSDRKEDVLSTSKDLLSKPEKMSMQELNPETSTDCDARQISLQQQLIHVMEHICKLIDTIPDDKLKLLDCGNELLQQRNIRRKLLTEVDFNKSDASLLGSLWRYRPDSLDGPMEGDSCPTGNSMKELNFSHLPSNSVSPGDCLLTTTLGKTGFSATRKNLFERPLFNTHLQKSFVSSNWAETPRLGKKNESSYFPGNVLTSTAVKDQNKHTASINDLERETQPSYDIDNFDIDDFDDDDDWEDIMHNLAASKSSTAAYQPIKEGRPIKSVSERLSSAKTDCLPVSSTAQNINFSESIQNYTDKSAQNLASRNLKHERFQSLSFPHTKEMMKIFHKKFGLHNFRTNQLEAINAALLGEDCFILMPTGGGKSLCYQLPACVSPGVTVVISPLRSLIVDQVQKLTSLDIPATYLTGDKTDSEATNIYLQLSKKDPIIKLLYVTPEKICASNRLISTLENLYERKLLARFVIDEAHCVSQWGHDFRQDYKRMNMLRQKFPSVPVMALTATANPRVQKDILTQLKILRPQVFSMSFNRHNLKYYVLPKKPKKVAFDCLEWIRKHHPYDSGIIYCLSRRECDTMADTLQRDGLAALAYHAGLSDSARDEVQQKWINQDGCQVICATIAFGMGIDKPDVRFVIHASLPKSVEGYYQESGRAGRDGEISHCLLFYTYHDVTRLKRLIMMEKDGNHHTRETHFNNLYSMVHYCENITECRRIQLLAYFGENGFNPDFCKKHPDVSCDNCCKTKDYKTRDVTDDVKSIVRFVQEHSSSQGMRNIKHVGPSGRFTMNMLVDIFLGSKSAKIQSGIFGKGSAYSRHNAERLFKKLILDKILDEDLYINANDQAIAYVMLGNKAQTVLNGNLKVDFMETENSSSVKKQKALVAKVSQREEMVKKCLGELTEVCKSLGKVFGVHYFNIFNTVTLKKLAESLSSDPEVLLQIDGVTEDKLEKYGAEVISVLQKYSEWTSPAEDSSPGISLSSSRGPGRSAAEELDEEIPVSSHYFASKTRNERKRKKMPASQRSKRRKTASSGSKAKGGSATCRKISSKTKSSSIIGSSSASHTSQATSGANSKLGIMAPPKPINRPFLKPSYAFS
POLI inh: qHTS for Inhibitors of Polymerase Iota; DNA polymerase iota (Homo sapiens), Q9UNA4; Pol iota fluorescent replication assay, 10 min; Potency, µM (top dose mostly 115 µM), inactives show at the highest dose activity, negative = inhibition, usual class: inhibitors; 1% of 390,000 active; also: potency is read from the fitted curve at half-maximal effect
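Pol iota at 10 nM preincubated 15 min with compounds at room temperature; reaction started with fluorescent substrate, 50 nM final. Fluorescence read kinetically at 0 and 10 min; buffer-only wells as negative control.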
TRHR ag: qHTS for Small Molecule Agonists and Allosteric Enhancers of Human TRH Receptor: Primary Screen for Agonists | TRHR cells, calcium flux fluo-8, FDSS agonist mode | activation, % at 2 µM | 0.18% of 360,000 active; in the data active = activation above about 30%; also: 0% is about no effect
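Read-out: compound-evoked intracellular calcium rise in TRHR cells, fluo-8 dye, kinetic FDSS fluorescence at 1 s/cycle following a 10-cycle baseline. Cells cultured overnight before dye loading (30 min–1.5 h, RT).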
Pol beta inh: qHTS Assay for Inhibitors of DNA Polymerase Beta. P06746. Pol beta primer extension/strand displacement, fluorescence kinetic. Potency, µM (series often up to 114 µM), for inactives: at the top dose activity change, negative = inhibition, usual class: inhibitors. 1.3% of 340,000 active; also: potency is read from the fitted curve at half-maximal effect; % is scaled to controls: 0 for no effect and ±100 for the full control effect
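Reaction started by 50 nM substrate onto compound-treated Pol beta (10 nM, 15 min preincubation, room temperature); plates read at 0 min and 10 min. Normalized concentration-effect data fitted by four-parameter Hill equation.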
Apoferritin bind: qHTS Assay for Identification of Novel General Anesthetics; apoferritin/1-aminoanthracene competitive binding, fluorescence; 0.074% of 350,000 active; Potency, µM (series often up to 77.5 µM), inactives show at the highest dose activity change, negative = displacement, hits mostly inhibitors; also: potency is read from the fitted curve at half-maximal effect; % is scaled to controls: 0 for no effect and ±100 for the full control effect; nearly all actives have a fitted effect of over 20% in size
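Read-out: endpoint 1-AMA fluorescence, excitation 380 nm and emission 535 nm, after compounds sit 10 min at room temperature with 10 uM horse-spleen apoferritin in 50% saturated 1-AMA/PBS. Values come from four-parameter Hill fits.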
12-LOX inh: Primary qHTS assay for inhibitors of human arachidonate 12S-lipoxygenase (ALOX12): Round 2 | purified 12hLO, xylenol orange hydroperoxide absorbance | Potency, µM (titrated, usually from 108 µM), without a hit: at the top dose activity change, negative = inhibition, actives largely listed as inhibitors | 1.1% of 580,000 active; also: potency is read from the fitted curve at half-maximal effect; % is scaled to controls: 0 for no effect and ±100 for the full control effect
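Purified human 12hLO at 150 nM in 25 mM Hepes, 0.01% Triton X-100, pH 7.0, preincubated 15 min at room temperature with compound. Reaction started with 40 uM arachidonic acid, 30 min at room temperature. Hydroperoxide measured by Fe-xylenol orange, 573/405 nm absorbance ratio.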
ERG Ets-DNA blk: qHTS for Small Molecule Inhibitors of the ERG Ets/DNA interaction; Transcriptional regulator ERG (Homo sapiens), P11308; fluorescence polarization, His-ERG Ets domain / labelled DNA; Potency, µM (top dose mostly 76.9 µM), without a hit: top-dose FP activity, negative = inhibition, hits mostly inhibitors; 0.028% of 370,000 active; AID 624246, 2012; active = well fitted inhibition curve with a large enough effect in the polarisation, with a control signal flat; inconclusive = small, poorly fitted or top-dose-only effect, or effect the other way, or a change in a side signal; inactive = no such curve, though single readings can be large or run the other way; the % refers to the polarisation;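 also: polarization taken with two DNA probes labelled with fluorescein and Texas red; potency is read from the fitted curve at half-maximal effect; % of control where 0% means no effect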
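His-tagged ERG Ets domain (1 uM in the protein solution; 300mM KCl, 50mM Tris-HCl, 1mM EDTA, 1mM DTT, pH 7.5) received compound, then a probe mix of 5 nM fluorescein-DNA and 100nM Texas-615-DNA. Fluorescence polarization was read for both dyes.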
Pol kappa inh: qHTS for Inhibitors of Polymerase Kappa; AID 588579, 2011; DNA polymerase kappa (Homo sapiens), Q9UBT6; purified Pol kappa, fluorescent DNA synthesis assay, 10 min; 0.53% of 400,000 active; Potency, µM (highest dose often 107 µM), for inactives: at the top dose activity, negative = inhibition, usual class: inhibitors; also: potency is read from the fitted curve at half-maximal effect; % is scaled to controls: 0 for no effect and ±100 for the full control effect
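Fluorescent qHTS in 1536-well format: enzyme (10 nM) and compound sat 15 min at room temperature before 50 nM substrate (final) was added. Signal taken at 0 and 10 min; no-enzyme buffer wells were negative controls.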
* marks the source's active call; other numbers are inactive results; ? = inconclusive; . = no result given; & = joins results of further samples; [ ] = dose if it differs, or a comment. Unless noted, calls follow the shape of the dose curve; as a rule, active = well fitted curve in the direction sought with a large enough effect; inconclusive = small, poorly fitted or top-dose-only effect, or another doubt; inactive = no such curve, though single readings can be large; an effect the other way counts as inactive or inconclusive.

SMILES	APEX1 inh	BLM helicase inh	POLI inh	TRHR ag	Pol beta inh	Apoferritin bind	12-LOX inh	ERG Ets-DNA blk	Pol kappa inh
O=C(NN=C1CCCC1)c1ccccc1O	7%	-3%	85%[activator]	0.7	0%	-4%	1%	18%	-1%
Cn1nnnc1SCC(=O)NCc1cccs1	2%	3%	17%	0.0	33%	-4%	-3%	-4%	-8%
O=C(c1ccccc1)c1ccc(C(=O)O)c(C(=O)O)c1	.	.	-5%	.	.	.	-18%	-13%	-6%
CC[C@H](C)[C@H](NC(N)=O)C(=O)Nc1ccc(S(=O)(=O)NC(C)C)cc1	4%	-1%	8%	-0.4	1%	3%	-8%	10%	17%
CCOC(=O)c1c(NC(=O)COC(=O)CCNS(=O)(=O)c2ccccc2)sc(C(=O)NC)c1C	.	.	17%	.	.	.	?	19%[15.4 µM]	-5%
CN(C(=O)COC(=O)C1CCN(S(=O)(=O)c2c(Cl)cccc2Cl)CC1)C1CCS(=O)(=O)C1 (stereo not drawn)	24%	.	1%	0.6	.	.	-4%	10%	-4%
CCN(CC)S(=O)(=O)c1ccc2c(c1)N(CC(=O)Nc1c(C)cccc1C)C(=O)C1CCCN21 (stereo not drawn)	.	-2%	-14%	-0.8	38%	0%	-13%	-3%	0%
COc1cccc(CNC(=O)c2ccc(C)c(S(=O)(=O)N3CCCCC3)c2)c1	-10%	.	13%	-0.1	.	.	?	0%	-4%
O=C(CSc1ccccc1C(=O)O)c1ccccc1	-8%	-1%	20%	-0.5	69%	-6%	-1%	-8%	-1%
CC1CCN(CCCNC(=O)C2CCN(S(=O)(=O)N3CCC4(CC3)OCCO4)CC2)CC1	20%	0%	10%	0.2	?	-12%	-10%	23%	3%
CC(/C=C/C=C/c1ccccc1)=N/NC(=O)c1ccc2c(c1)OCCO2	16%	0%	66%[activator]	-0.6	4%	-11%	168%[activator]	-3%	-3%
CNCCOc1ccccc1OC(C)C	-5%	-3%	46%[activator]	-0.5	3%	-8%	?	7%	-1%
O=C(NC(C(=O)c1ccccc1)N1CCCCCC1)c1ccco1 (stereo not drawn)	3%	2%	3%	-0.2	2%	-5%	-17%	-22%	-12%
CCCC1CCc2c(c3ccccc3[nH]c2=O)O1 (stereo not drawn)	-5%	-2%	2%	0.2	9%	-12%	0%	-6%	0%
CCOC(=O)c1cccc(NC(=O)/C(=C\c2ccccc2)NC(=O)c2ccccc2Cl)c1	11%	3%	19%	0.2	18%	-23%	1%	.	-10%[60.1 µM]
COc1cccc(Cn2nc3c4cc(F)ccc4n(Cc4ccc(F)cc4)cc-3c2=O)c1	-2%	-7%	-3%	-1.0	32%	1%	0%	7%	-2%
CCn1cc(C(=O)NCc2ccco2)c(=O)c2cc(S(=O)(=O)N3CC(C)CC(C)C3)ccc21 (stereo not drawn)	17%	-8%	12%	-0.2	21%	-24%	-11%	-6%	0%
CCN(C(=O)COC(=O)/C=C/c1ccccc1[N+](=O)[O-])C1CCS(=O)(=O)C1 (stereo not drawn)	1%	-1%	60%[activator]	0.0	-13%	-9%	-8%	5%	6%
O=C(CCNS(=O)(=O)c1ccc2c(c1)CCC(=O)N2)Nc1ccc(F)c(F)c1	-9%	-2%	44%[activator]	0.7	44%	-7%	-15%	4%	-5%
CC1(c2ccc(Cl)cc2)NC(=O)N(CC(=O)NCc2cccs2)C1=O (stereo not drawn)	2%	-2%	-11%	0.3	4%	-15%	-7%	1%	-10%
CCC(=O)N1CCc2cc(S(=O)(=O)CCC(=O)NCc3ccc(OC)cc3)ccc21	19%	-1%&-3%	-17%&-11%	-1.0&-1.7	26%&6%	-3%&56%	32%&-6%[activator]	7%&3%	-1%&-17%
N#Cc1cn(CC(=O)N2CCc3ccccc3C2)c2ccccc12	0%	-2%	11%	0.2	-2%	-12%	-4%	0%	-11%
CCC(COC)NC(=O)c1ccc(OC)c(OC2CCN(C(C)=O)CC2)c1 (stereo not drawn)	-9%	-2%	29%	0.7	28%	-4%	8%	2%	4%
Cc1ccc(C(=O)N/C(=C\c2cccnc2)C(=O)N2CCCC2)cc1	3%	2%	-16%	1.3	35%	4%	-13%	9%	-4%
CNc1nc(=S)[nH]c2ccccc12	2%	1%	19%	-0.1	1%	-6%	-8%	4%	2%
CC(C)OC(=O)c1c(-c2ccccc2)c(-c2ccccc2)nn(C)c1=O	.	9%	11%	-2.0	2%	?	1%	3%	-20%
COc1cccc(Nc2ncnc3sc(C)cc23)c1	-6%	-5%	7%	-1.1	1%	15%	?	5%	-3%
Cc1ccccc1CN1C(=O)CS/C1=N/N=C/c1ccco1	-9%	?	?	0.2	?	-9%	40µM*	13%	-7%
CC(=O)Oc1cc2c(C(=O)NCCCN3CCOCC3)c(C)oc2c2ccccc12	2%	4%	?	0.8	12%	-12%	145%[activator]	-4%	-7%
O=C(Nc1cc(Cl)ccc1-n1cncn1)c1cc(F)cc(F)c1	0%	.	21%	0.5	.	.	-27%	-1%	1%
COC(=O)c1ccccc1NC(=O)Cn1nnc2sc(-c3ccccc3)cc2c1=O	.	-2%	-17%	0.3	-27%	-15%	?	-9%	-3%
COc1ccc(CNC(=O)c2ccc(NS(=O)(=O)c3ccc4[nH]c(=O)[nH]c4c3)cc2)cc1OC	11%	.	-3%	2.6	.	.	15%	0%	-2%
CCc1nn(-c2ccccc2)c(N)c1C#N	-2%	1%	81%[activator]	0.7	16%	6%	3%	0%	-9%
CC(=NNC(=O)C(C)SC(C)C(=O)NN=C(C)c1cccnc1)c1cccnc1 (stereo not drawn)	.	.	26%	.	.	.	22%	-3%	0%
CCCn1c(SCC(=O)Nc2cc(Cl)ccc2OC)nc(O)cc1=O	19%	.	9%	0.4	.	.	470%[activator]	-13%	-1%
NC(=O)CN(c1ccccc1)C1SC(=O)N(Cc2ccccc2)C1=O (stereo not drawn)	-8%	1%	-4%	0.0	19%	?	-8%	.	-3%
Cc1csc(=N)n1CC(=O)N1CCc2ccccc21	3%	-3%	6%	-0.2	4%	-17%	0%	1%	-6%
Cc1ccc(NC(=O)C(C)N2C(=O)c3ccccc3C2=O)cc1 (stereo not drawn)	4%	-5%	-2%	-1.5	16%	-14%	18%	0%	7%
CCc1cccc(Nc2cc(C)nc3ncnn23)c1	9%	4%	-19%	-0.8	?	-15%	8%[57.4 µM]	-10%	-17%
Oc1ccccc1-c1nc2ccccc2nc1-c1ccccc1	17%	-13%	12%	0.2	1%	8%	4%	-12%	-5%
O=C(O)CCC(=O)Nc1ccc(S(=O)(=O)Nc2nccs2)cc1	2%	0%	33%	0.5	29%	-6%	3%	15%	12%
N=c1ccn(Cc2cccc(F)c2)cc1	14%	54%[activator]	145%[activator]	1.0	0%	2%	-1%	4%	-5%
O=C(COc1ccccc1)Nc1ncccn1	1%	-4%	13%	0.0	10%	0%	7%	.	-4%
O=[N+]([O-])c1ccc(Nc2ccc3ccccc3c2)nc1	-1%	-2%	19%	1.0	0%	-4%	-23%[57.4 µM]	.	-8%
Nc1ncc(Br)cc1Br	2%	1%	104%[activator]	0.3	0%	-1%	11%	-3%	-14%
COc1cccc(C(=O)N2CCc3c([nH]c4ccccc34)C2c2ccc(SC)cc2)c1 (stereo not drawn)	.	-8%	12%	0.8	0%	21%	-19%	3%	-6%[60.1 µM]
CC12CCC(C(=O)CC1=O)C2(C)C (stereo not drawn)	.	.	11%	.	.	.	-6%	-1%	-4%
N#Cc1c(Nc2ccccc2Cl)s[nH]c1=O	2%	-12%	59%[activator]	-0.2	3%	13%	?	6%	-3%
Cc1cccc(C(c2sc3nc(-c4ccco4)nn3c2O)N2CCN(c3ccccc3)CC2)c1 (stereo not drawn)	.	-7%	4%	-0.1	-10%	?	5%	-2%	-2%[60.1 µM]
COc1cc(-c2c(-c3ccc4c(c3)OCO4)noc2C)ccc1F	37%	-7%	?	0.7	-13%	-12%	-24%	0%	17%&-28%
C#CCN(C(=O)Nc1ccccc1)c1ccccc1	-10%	-19%	23%	-0.3	13%	-5%	-8%	0%	-9%
COc1cc(C(=O)N2CCN(C(=O)c3cc(-c4ccccc4)n[nH]3)CC2)cc(OC)c1OC	73%[activator]	-3%	-4%	-0.5	-6%	-11%	7%	8%	1%
CCC(=O)N1CCc2cc(Br)cc(S(=O)(=O)CCC(=O)N3CCN(c4ccccc4OC)CC3)c21	.	-3%	-5%	-0.1	14%	1%	?	1%	-4%

Sorted by number of heavy atoms (smallest number first): part of the list above.
SMILES	APEX1 inh	BLM helicase inh	POLI inh	TRHR ag	Pol beta inh	Apoferritin bind	12-LOX inh	ERG Ets-DNA blk	Pol kappa inh
N=c1ccn(Cc2cccc(F)c2)cc1	14%	54%[activator]	145%[activator]	1.0	0%	2%	-1%	4%	-5%
C#CCN(C(=O)Nc1ccccc1)c1ccccc1	-10%	-19%	23%	-0.3	13%	-5%	-8%	0%	-9%
COc1cc(C(=O)N2CCN(C(=O)c3cc(-c4ccccc4)n[nH]3)CC2)cc(OC)c1OC	73%[activator]	-3%	-4%	-0.5	-6%	-11%	7%	8%	1%
CCC(=O)N1CCc2cc(Br)cc(S(=O)(=O)CCC(=O)N3CCN(c4ccccc4OC)CC3)c21	.	-3%	-5%	-0.1	14%	1%	?	1%	-4%

Only part of the results is shown; the hit share may differ from the screen's.
